High-throughput results (PubChem BioAssay)
TRHR ag: TRH receptor (human) agonism | P34981 | TRHR cells, calcium flux fluo-8, FDSS agonist mode | activation, % at 2 µM | hit rate 0.18% among 360,000 | AID 493084; also: 0% is about no effect
Target sequence (P34981 whole entry, looked up): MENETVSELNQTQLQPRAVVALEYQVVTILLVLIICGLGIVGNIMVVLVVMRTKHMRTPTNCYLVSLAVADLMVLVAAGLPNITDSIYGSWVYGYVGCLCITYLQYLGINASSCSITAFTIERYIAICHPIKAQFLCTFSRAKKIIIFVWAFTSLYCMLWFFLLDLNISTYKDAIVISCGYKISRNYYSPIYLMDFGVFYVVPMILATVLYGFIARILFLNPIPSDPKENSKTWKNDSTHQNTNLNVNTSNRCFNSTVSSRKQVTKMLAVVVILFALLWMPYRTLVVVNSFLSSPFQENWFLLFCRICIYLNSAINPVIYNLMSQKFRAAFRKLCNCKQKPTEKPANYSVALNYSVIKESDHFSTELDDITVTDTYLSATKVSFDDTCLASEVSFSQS
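Agonist-mode FDSS calcium read (Ex 480/Em 530, 1 s cycles) in 1536-well TRHR cells with fluo-8 dye, after 10-cycle baseline and 23 nL compound addition; TRH at EC20 (10 nM final) added afterwards for the enhancer phase.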
D1 agonist: activates the human D1 dopamine receptor. activation, % at 2 µM. HEK293 T-REx D1 cells, calcium flux, agonist mode. P21728. hit rate 1% among 360,000; also: 0% is about no effect
Target sequence (P21728 whole entry, looked up): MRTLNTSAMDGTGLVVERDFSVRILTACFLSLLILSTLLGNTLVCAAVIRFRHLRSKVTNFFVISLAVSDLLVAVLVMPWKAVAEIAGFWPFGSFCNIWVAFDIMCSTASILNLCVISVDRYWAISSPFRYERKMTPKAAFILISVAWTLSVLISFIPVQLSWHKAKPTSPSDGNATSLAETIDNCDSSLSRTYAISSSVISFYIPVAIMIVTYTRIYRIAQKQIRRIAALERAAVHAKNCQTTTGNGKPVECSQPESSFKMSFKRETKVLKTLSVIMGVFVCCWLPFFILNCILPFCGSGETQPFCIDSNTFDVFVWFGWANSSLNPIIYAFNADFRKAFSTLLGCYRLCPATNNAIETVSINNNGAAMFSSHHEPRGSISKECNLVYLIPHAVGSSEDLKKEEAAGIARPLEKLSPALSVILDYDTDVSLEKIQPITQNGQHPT
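Inducible HEK293 T-REx D1 cells, force-coupled to calcium signalling, were plated at 4000 cells/well with tetracycline and held overnight at 30 C. After no-wash calcium dye loading, compound-evoked calcium rise over 180 s flagged agonists.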
D2 agonist: activates the human D2 dopamine receptor. activation, % at 2 µM. hit rate 0.53% among 340,000. HEK293 T-REx D2 cells, calcium flux agonist mode;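 active = activation over 3 SD above normal in the single-dose calcium agonist read, cut at about 30% in these data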; also: 0% is about no effect
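Agonism is scored from calcium flux in a force-coupled, inducible HEK293 cell line expressing D2, read kinetically for 180 s after compound addition against dopamine controls.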
D1 antagonist: human D1 dopamine receptor antagonism | P21728 | HEK293 TREx D1 cells, calcium flux, dopamine EC80; stronger effect = lower value | activity change, negative = inhibition, % at 10 µM | hit rate 3.2% among 360,000; in the data active = activity change below about -30%; also: % is scaled to controls: 0 for no effect and ±100 for the full control effect
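Tetracycline-induced HEK293 Trex D1 cells, force-coupled to calcium, dye-loaded; compounds added and read 180 s, then EC80 dopamine added and calcium flux tracked kinetically another 180 s.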
TRHR enhancer: allosteric enhancers of human TRH receptor. P34981. hit rate 0.66% among 360,000. TRHR cells, fluo-8 calcium fluorescence, EC20 TRH enhancement. AID 493056. enhancement, % at 2 µM; in the data active = enhancement above about 30%; also: 0% is about no effect
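Enhancer read-out: after compound pinning and an initial kinetic agonist-mode read, an EC20 of TRH (10 nM final) was injected and fluo-8 calcium signal (Ex 480/Em 530) followed at 1 s/cycle for 100 cycles in TRHR-expressing cells.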
RXFP1 antag: antagonists of human relaxin receptor RXFP1; Q9HBX9; activity change, negative = inhibition, % at 57.5 µM; hit rate 0.59% among 350,000; HEK293-RXFP1, relaxin-stimulated cAMP HTRF, 30 min; stronger effect = lower value;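 active = activity change of -60% or lower, but not beyond a set lower limit; inconclusive = change between -60% and -40%, or beyond the set limit; inactive = change above -40%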; also: % is scaled to controls: 0 for no effect and ±100 for the full control effect
D2 antagonist: antagonizes the human D2 dopamine receptor; hit rate 2% among 340,000; AID 485344; HEK293 TREx D2 cells, calcium flux, dopamine EC80; inhibition, % at 10 µM; P14416; in the data active = inhibition above about 30%; also: 0% is about no effect
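Tetracycline-induced HEK293 T-REx cells expressing D2 force-coupled to calcium signalling were dye-loaded, exposed to compound for 180 s, then challenged with an EC80 of dopamine; calcium flux was followed kinetically for a further 180 s.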
D1 PAM: enhances dopamine response at the human D1 receptor; P21728; HEK293 TREx D1 cells, calcium flux, dopamine EC20 potentiation; potentiation, % at 10 µM; hit rate 0.036% among 360,000; in the data active = potentiation above about 30%; also: 0% is about no effect
D2 PAM: positive allosteric modulators of human D2 dopamine receptor; P14416; HEK293 T-REx D2, calcium flux, EC20 dopamine potentiation; potentiation, % at 10 µM; hit rate 0.34% among 340,000; AID 485347;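 active = potentiation over 3 SD above the plate norm, cut at about 30% in these data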; also: 0% is about no effect
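Potentiation of an EC20 dopamine calcium response is measured in a force-coupled, tetracycline-inducible Hek293 Trex D2 line. Compound-only kinetic reads over 180 s flag agonists before dopamine addition.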
Numbers without * were called inactive; ? = inconclusive; . = not tested or not shown. Rule as the data show it, unless noted: active = activation above about 30%; inactive = the rest.

Order of results: TRHR ag	D1 agonist	D2 agonist	D1 antagonist	TRHR enhancer	RXFP1 antag	D2 antagonist	D1 PAM	D2 PAM
- Cc1cccc2cc(-c3nc4c(C)cccn4c3NCc3ccco3)c(=O)[nH]c12
  -0.3	-1	-1.3	-19	7	4	11	-2	7
- CCOC(=O)N1CCN(Cc2nnc(-c3ccccc3C)o2)CC1
  -0.3	-1	0.5	8	-7	-4	-8	6	9
- CCCCn1c(SCC(=O)Nc2cc(C)on2)nnc1-c1ccncc1
  0.1	-1	8.4	-17	5	2	6	-8	.
- Cn1c(SCC(=O)Nc2ccc3c(c2)OCCO3)nnc1-c1ccncc1
  0.1	0	3.6	5	4	0	-19	3	.
- CN1CCC(=O)N([C@H](CSc2ccccc2)c2ccccc2)CC1
  0.4	0	-0.8	-1	-2	.	6	-6	-18
- O=C(NC1CC1)C1CCN(c2ccc(S(=O)(=O)N3CCOCC3)cc2)CC1
  0.5	0	0.9	-20	0	-16	0	8	9
- CSc1cccc(CN2CCC(CO)(Cc3cccc(C(F)(F)F)c3)CC2)c1
  6.4	41*	0.4	13	-9	-22	-11	-1	29
- CCc1ccc2nc(N(CCN(C)C)C(=O)c3ccc4ncsc4c3)sc2c1
  2.0	5	-0.9	1	8	-68*	-31	-7	-7
- O=C(Nc1ccccc1)Nc1nnc(/C=C/c2ccccc2Cl)s1
  -0.7	4	-0.5	16	5	-4	-5	3	9
- COc1ccc(C2NC(=S)NC(C)=C2C(=O)c2ccccc2)cc1OC (configuration not stated)
  0.1	1	-0.2	-3	3	1	-18	4	0

An excerpt of the results above, as a working copy:
Order of results: TRHR ag	D1 agonist	D2 agonist	D1 antagonist	TRHR enhancer	RXFP1 antag	D2 antagonist	D1 PAM	D2 PAM
- CCc1ccc2nc(N(CCN(C)C)C(=O)c3ccc4ncsc4c3)sc2c1
  2.0	5	-0.9	1	8	-68*	-31	-7	-7
- O=C(Nc1ccccc1)Nc1nnc(/C=C/c2ccccc2Cl)s1
  -0.7	4	-0.5	16	5	-4	-5	3	9
- COc1ccc(C2NC(=S)NC(C)=C2C(=O)c2ccccc2)cc1OC (configuration not stated)
  0.1	1	-0.2	-3	3	1	-18	4	0

(more compounds)
Order of results: TRHR ag	D1 agonist	D2 agonist	D1 antagonist	TRHR enhancer	RXFP1 antag	D2 antagonist	D1 PAM	D2 PAM
- CC1CCCN(c2ccc(C(=O)NCCc3ccccc3)cn2)C1 (configuration not stated)
  -0.4	-1	0.5	11	25	-7	-4	4	4
- O=C(c1ccoc1)N1CCCC(N2CCN(c3ccc(F)cc3)CC2)C1 (configuration not stated)
  0.3	0	2.9	-6	-1	-3	9	-5	1
- CC1CCCC(C)N1C(=O)CSc1nc2ccccc2c(=O)[nH]1 (configuration not stated)
  0.4	5	2.7	-2	1	-3	-6	-1	3
- O=C(O)c1ccc(N/C(=N\S(=O)(=O)c2ccc(Cl)cc2)c2ccccc2)cc1
  0.7	4	-0.1	-7	-3	3	0	2	-2
- COc1cc(OC)cc(C(=O)Nc2cc(NC(=O)c3ccco3)ccc2OC)c1
  -1.3	1	-0.4	0	-3	-10	3	-4	-3
- CC(=O)N(c1ccccc1)c1nc(C)cc(C)c1C#N
  0.2	1	1.4	-11	-3	3	35*	-2	-4
- COc1ccc(C(=O)Nc2nc3c(s2)CCCC3)cc1S(=O)(=O)N1CCCc2ccccc21
  0.7	2	1.0	-6	2	-17	-18	0	1
- Cc1[nH]c(=O)[nH]c(=O)c1S(=O)(=O)Nc1ccc(F)c([N+](=O)[O-])c1
  0.7	3	0.7	-6	-7	4	-10	-6	-2
- C(=N\N=C\c1ccncc1)/c1ccncc1
  0.0	0	0.7	-25	-2	.	-3	-8	-7
- Fc1ccc(-c2nnc(CN3CCC(c4nc5ccccc5s4)CC3)o2)cc1
  1.0	3	-0.2	1	4	0	-7	-3	3

(continued)
Order of results: TRHR ag	D1 agonist	D2 agonist	D1 antagonist	TRHR enhancer	RXFP1 antag	D2 antagonist	D1 PAM	D2 PAM
- CCCCCc1ccc(S(=O)(=O)Nc2cc(C)ccn2)cc1
  0.2	7	-0.3	-14	-1	-18	-1	-2	0
- O=C(NNC(=O)c1ccccc1OCc1ccc(F)cc1)c1ccncc1
  0.2	0	-1.0	-12	4	26	1	2	6
- O=C(Nc1sc2c(c1C(=O)O)CCCC2)c1cccs1
  0.3	0	.	4	4	-18	.	1	.
- CCOC(=O)c1c(C)[nH]c(C)c1S(=O)(=O)NCC(=O)NCc1ccccc1C
  -0.2	1	0.0	4	-6	-16	.	-3	-5
- CCOc1ccc(NC(=O)CCN2C(=O)C3CCCCC3C2=O)cc1OCC (configuration not stated)
  0.0	2	0.0	-19	-4	-6	3	-6	-10
- Cc1cc(Cl)ccc1OCC(=O)N1CCC(c2nc3ccccc3o2)CC1
  0.4	3	0.1	-9	-17	?	.	0	13
- CCNC(=S)N(Cc1ccc2c(c1)OCO2)C1CC(=O)N(c2ccc(OC)cc2)C1=O (configuration not stated)
  1.5	5	0.6	-9	-1	-7	1	4	12
- C=CCc1ccc(OCC(O)CN2CCN(c3ccccc3OC)CC2)c(OC)c1 (configuration not stated)
  0.3	11	-0.5	-10	6	-3	7	-7	7
- Cc1c(NS(=O)(=O)c2cccc(C(=O)NCc3ccccc3)c2)c(=O)n(-c2ccccc2)n1C
  0.7	2	-0.2	-1	-1	?	28	-7	17
- Cc1ccc(C)c(C(=O)n2cnnc2N)c1
  0.0	0	2.1	-11	4	-2	1	-1	12

Next part.
Order of results: TRHR ag	D1 agonist	D2 agonist	D1 antagonist	TRHR enhancer	RXFP1 antag	D2 antagonist	D1 PAM	D2 PAM
- NC(=O)CC(NC(=O)c1ccc(Br)cc1)c1ccc(NC2CCCCC2)c([N+](=O)[O-])c1 (configuration not stated)
  0.0	2	-0.5	6	4	.	5	-4	1
- CC1(C)CC(=O)C(C(c2ccncc2)C2C(=O)CC(C)(C)CC2=O)C(=O)C1
  0.1	3	-0.1	1	1	-6	-3	-5	-2
- C(=N\N1CCN(c2ccccn2)CC1)/c1ccco1
  -0.3	6	6.8	-19	-4	6	-9	2	-3
- Cc1nc2ccc(NC(=O)c3cccc(S(=O)(=O)N4CC(C)OC(C)C4)c3)cc2s1 (configuration not stated)
  0.1	1	0.1	-14	-5	-8	4	2	2
- CC(C)CCNC(=O)c1cccc(C(=O)NCCC(C)C)c1
  -0.3	0	0.3	15	1	9	-12	-2	-6
- Cc1cccc(C)c1NC(=O)C1C2C=CC(C2)C1C(=O)NCc1ccccn1 (configuration not stated)
  1.1	2	.	-4	-7	-19	.	26	.
- CCOC(=O)Cc1cn2c(=O)cc(CSCC(=O)Nc3ccc(C)c(C)c3)nc2s1
  -0.1	-1	0.6	-1	9	-12	-7	0	10
- CCOC(=O)Nc1sc2c(c1C(=O)OCC)CCC2
  0.6	2	-1.1	-4	3	-19	7	-2	15
- Cc1ccc(NC(=O)C(C)Sc2nnc(C)n2C2CC2)cc1S(=O)(=O)N1CCOCC1 (configuration not stated)
  -0.6	5	-0.5	9	3	-2	-1	-5	2
- Cc1cccc(NC(=S)N/N=C/c2cccc(O)c2)c1C
  -0.2	2	.	10	-1	8	.	1	.

New compounds follow.
Order of results: TRHR ag	D1 agonist	D2 agonist	D1 antagonist	TRHR enhancer	RXFP1 antag	D2 antagonist	D1 PAM	D2 PAM
- COc1cc(OC)cc(-c2c(C#Cc3ccsc3)c3cc(-c4ccc5[nH]ccc5c4)ccc3n2C)c1
  0.2	-2	0.9	.	-17	.	-2	-5	4
- COC(=O)c1ccc(OC)c(CSc2nnc(COc3ccc(OC)cc3)o2)c1
  3.8	26	2.7	-7	-3	24	-37	-3	-5
- CC(C)CN1CCC(=O)N([C@H](COc2ccccc2)Cc2ccccc2)CC1
  -0.3	2	0.4	2	-7	.	-7	-7	-15
- CCN1CCN(Cc2ccc(C(=O)Nc3ccc(C)c(NCc4cnc(NC(=O)OC)cn4)c3)cc2C(F)(F)F)CC1
  0.4	0	0.1	1	-2	-4	13	5	-6
- CC(=O)N1CCc2c(sc3c2c(=O)n(CCc2ccccc2)c(=O)n3Cc2ccc(F)cc2)C1
  0.7	5	0.0	12	-6	.	.	-4	6
- CC(NS(=O)(=O)c1ccc(F)cc1)C(=O)Nc1ccc2c(c1)OCCO2 (configuration not stated)
  0.2	1	.	-2	4	-3	.	-2	.
- O=C(c1cccc(Cl)c1)N1CCN(C2CCCCCC2)CC1
  -1.2	2	2.0	1	10	-1	-5	3	-9
- CCOC(=O)c1ccc(Oc2cn[nH]c2-c2ccc(O)cc2O)cc1
  0.9	11	0.7	-25	0	1	11	-2	-3
- O=C(OCC(=O)N1CCCC1=O)c1cc(Cl)ccc1O
  -0.4	0	-1.3	13	-2	0	4	-3	-5
- O=C(NCCOc1ccccc1F)Nc1ccc(Br)cc1
  0.8	15	1.7	-23	5	-14	-4	2	-1

Later entries
Order of results: TRHR ag	D1 agonist	D2 agonist	D1 antagonist	TRHR enhancer	RXFP1 antag	D2 antagonist	D1 PAM	D2 PAM
- CC(=O)c1cccc(OCc2cc(C(=O)N3CC4C[C@@H]5CC3C[C@H](C4)C5)no2)c1
  0.7	13	.	3	-5	-7	.	-6	-3
- O=C1CCc2ccccc2N1
  -0.2	2	0.3	0	-5	4	-4	6	0
- Cc1cc(=O)oc2c3c(cc(OCC(=O)Nc4cccnc4)c12)OC(C)(C)CC3
  -0.5	2	-0.7	-8	-2	.	6	-7	10
- COc1ccc(NC(=O)Cn2cc(S(=O)(=O)N3CCN(c4ccccc4F)CC3)c3ccccc3c2=O)cc1Cl
  1.6	4	-0.2	5	-4	-4	.	1	5
- CCOC(=O)c1cccc(NC(=O)c2cc3c(-c4cccc(OC)c4)nn(C)c3s2)c1
  0.0	2	1.0	-3	5	0	.	0	-6
- O=C1C2CCCN2c2ccc(S(=O)(=O)N3CCOCC3)cc2N1Cc1cccc(C(F)(F)F)c1 (configuration not stated)
  0.1	2	0.3	24	-6	.	3	7	7
- CNS(=O)(=O)c1cccc(C(=O)OCC(=O)c2ccc(S(=O)(=O)N3CCCCC3)cc2)c1
  0.3	4	0.0	0	0	.	8	-10	15

Compounds as they come; about 7.3% have a hit in one of these screens.
